aSyn UTR inh = MLPCN primary screen, SNCA 5' untranslated region. alpha-synuclein 5'UTR reporter, inhibitor activity. inhibition, % (tested at 7.5 µM). actives 0.82% (n = 300,000); in the data active = inhibition above about 60%;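 also: H4 neuroglioblastoma cells stably carrying SNCA 5'UTR luciferase fusion; 0% = DMSO wells and 100% = positive control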
KLF5 inhibitor = kruppel-like factor 5 inhibition. actives 0.23% (n = 290,000). inhibition, % at 5 µM. AID 1700. DLD-1 KLF5 promoter-luciferase reporter, luminescence;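 active = inhibition above a per-plate limit of that plate's mean compound inhibition plus 3 SD, cut at about 60% in these data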;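 also: 0% = DMSO wells and 100% = LY294002 at 200 µM; higher means less KLF5 promoter-driven luciferase light; inactives centre near -14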
SKKanGAS inh = SKKanGAS growth inhibition; S. pyogenes SKKanGAS, kanamycin growth, BacTiter-Glo, 6 h; inhibition, % at 7.5 µM; actives 1.3% (n = 300,000); AID 1662;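 active = mean replicate score, as percent of positive control median, at least 50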;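 also: strain carries kanamycin resistance gene driven by streptokinase promoter and grows in 40 µg/ml kanamycin; loss of luminescence reflects streptokinase promoter inhibition or plain growth inhibition; 0% = median of DMSO wells and 100% = positive control at its reference dose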
TRPC4 potent = allosteric potentiators of mouse TRPC4 channel; Q9QUQ5; HEK293 TRPC4beta/mu-opioid, DAMGO EC20, Fluo-4 Ca2+ flux; hits give high values; B-score at 10 µM; actives 0.42% (n = 310,000);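 active = B-score of calcium response area above 5 SD of library B-scores, with initial fluorescence ratio within 5 SD of library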;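 also: B-score of integrated fluorescence ratio over time as area under calcium response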
TRPC4 block = TRPC4 (mouse) channel inhibition; AID 2247; HEK293 TRPC4beta/mu-opioid, DAMGO-evoked Fluo4 calcium flux; hits give low values; Q9QUQ5; B-score at 10 µM; actives 0.39% (n = 300,000);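 active = B-score over 3 SD under the library average, no early fluorescence shift, positive overall ratio signal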
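Material: HEK293 cells with stable TRPC4beta plus mu-opioid receptor expression / Probe or stimulus: DAMGO in two steps, submaximal then maximal / Compound: single concentration per test compound / Technique: kinetic Fluo4 fluorescence imaging of calcium influx / Read-out: per-well B score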
TRPC4 act = activators of mouse TRPC4 channel; actives 0.49% (n = 310,000); HEK293 TRPC4beta/mu-opioid, Fluo4 calcium fluorescence; hits give high values; Q9QUQ5; B-score at 10 µM;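 active = B-score above 5 SD of library B-scores, and initial fluorescence ratio not above library mean plus 5 SD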;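 also: positive B-score marks a calcium rise read as TRPC4 activation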
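System – HEK293 cells stably co-expressing mouse TRPC4beta and mu-opioid receptor · Signal – Fluo4 calcium-sensitive dye fluorescence, kinetic, 1 Hz baseline · Benchmarks – buffer (low) and maximal DAMGO (high) · Read-out – B score of integrated fluorescence ratio per well · Incubation – dye loading 45 min room temperature, 110 s kinetic read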
TRPC6 activator = mouse TRPC6 channel activation. Q61143. HEK293-TRPC6 membrane potential dye fluorescence; hits give high values. B-score at 10 µM. actives 0.13% (n = 310,000);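 active = B-score of the integrated fluorescence ratio above library mean plus 3 SD, and starting fluorescence ratio within library mean plus 5 SD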;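 also: higher score means more depolarization so channel activation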
Target sequence (Q61143 whole entry, looked up): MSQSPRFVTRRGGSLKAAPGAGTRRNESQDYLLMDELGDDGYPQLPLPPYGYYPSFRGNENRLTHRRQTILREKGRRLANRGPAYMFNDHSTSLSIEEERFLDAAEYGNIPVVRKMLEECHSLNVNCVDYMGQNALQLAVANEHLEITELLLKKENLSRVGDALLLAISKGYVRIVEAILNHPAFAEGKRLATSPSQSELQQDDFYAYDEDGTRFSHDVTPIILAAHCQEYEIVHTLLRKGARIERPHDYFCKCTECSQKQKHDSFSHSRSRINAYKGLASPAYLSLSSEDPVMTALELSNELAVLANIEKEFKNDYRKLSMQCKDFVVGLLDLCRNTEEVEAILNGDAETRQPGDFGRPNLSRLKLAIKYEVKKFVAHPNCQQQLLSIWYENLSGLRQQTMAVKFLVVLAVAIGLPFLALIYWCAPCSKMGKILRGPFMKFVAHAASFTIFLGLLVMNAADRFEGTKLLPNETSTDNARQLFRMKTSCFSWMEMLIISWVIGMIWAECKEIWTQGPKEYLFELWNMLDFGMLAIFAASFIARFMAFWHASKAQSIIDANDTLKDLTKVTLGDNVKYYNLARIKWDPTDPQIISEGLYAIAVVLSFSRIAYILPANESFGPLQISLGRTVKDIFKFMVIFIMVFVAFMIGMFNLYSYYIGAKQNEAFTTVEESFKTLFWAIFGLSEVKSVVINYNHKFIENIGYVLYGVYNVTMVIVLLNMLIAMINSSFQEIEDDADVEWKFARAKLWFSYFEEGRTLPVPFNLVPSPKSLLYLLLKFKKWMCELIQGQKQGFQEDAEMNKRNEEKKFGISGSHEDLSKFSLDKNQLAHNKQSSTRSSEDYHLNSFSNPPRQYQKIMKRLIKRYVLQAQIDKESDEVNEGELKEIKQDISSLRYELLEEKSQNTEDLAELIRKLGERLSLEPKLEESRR
TRPC6 inh = mouse TRPC6 channel inhibition | HEK293-TRPC6, membrane potential dye, ACh-evoked depolarization; hits give low values | B-score at 10 µM | actives 1.1% (n = 310,000) | AID 2553;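 active = B-score under library mean minus 3 SD, initial fluorescence not abnormally high, positive integrated signal ratio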;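 also: B-score derived from integrated fluorescence ratio over the kinetic read; more negative B-score means stronger inhibition of depolarization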
MrgX1 antag = human MrgX1 receptor antagonism, primary screen; Q96LB2; MRGX1-HEK293 calcium flux, Fluo-4, BAM8-22 antagonism; hits give low values; B-score at 10 µM; actives 1.3% (n = 310,000);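 active = calcium-response B-score plate-corrected more than 3 library SD below zero, starting fluorescence within 5 deviations, no agonist response on first addition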;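 also: peak minus trough fluorescence over baseline after final BAM8-22 challenge near maximal dose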
HIF activator = HIF pathway transcriptional activation; U2OS HRE-luciferase reporter, luminescence; normalized: DMSO 0%, desferrioxamine 100%; activation, % at 7.5 µM (by protocol); actives 0.32% (n = 300,000);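 active = mean activation of at least 10% of the iron chelator positive control signal, with at least half of replicates also reaching 10%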
IEC-6 tox = IEC-6 cytotoxicity, counter-screen for KLF5 inhibitors | AID 1825 | inhibition, % at 5 µM | actives 0.78% (n = 290,000) | luminescence viability; in the data active = inhibition above about 22%;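 also: 0% = plate median of test compound wells and 100% = cytotoxic reference compound wells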
The depositor's hits bear a star; i = inactive; x = no result given. Not a hit list, and some 5.8% of all compounds hit somewhere here.

SMILES	aSyn UTR inh	KLF5 inhibitor	SKKanGAS inh	TRPC4 potent	TRPC4 block	TRPC4 act	TRPC6 activator	TRPC6 inh	MrgX1 antag	HIF activator	IEC-6 tox
O=S(=O)(NCc1cc(-c2ccccc2)no1)c1ccccc1Cl	11	-5	0	i	i	i	i	i	i	0.3	-2
CCCCNCc1nc2ccccc2c(=O)[nH]1	8	-6	9	i	i	i	i	i	i	-0.4	6
C/C=C/C=N/Nc1nc(C)cc(=O)[nH]1	-10	1	-8	i	i	i	i	i	i	0.4	-1
COC(=O)C1(CCSC)NC(c2ccc(OC)cc2OC)C2C(=O)N(c3cccc(C(C)=O)c3)C(=O)C21 (stereo not drawn)	0	-15	-3	i	i	i	i	i	i	-0.6	-8
O=C(O)/C=C\c1ccccc1Oc1ccc(F)cc1	14	-17	20	i	i	i	i	i	i	-0.6	-1
CCOC(=O)c1ccc(S(=O)(=O)NNC(=O)COc2ccccc2C)cc1	14	-2	2	i	i	i	i	i	i	999*	-8
Cc1c(CCC(=O)NCCC(=O)O)c(=O)oc2c(C)c3oc4c(c3cc12)CCCC4	23	-25	12	i	i	i	i	i	i	0.1	0
CCn1nc(C)cc1-c1nnc(SCC(=O)Nc2ccccc2)n1CCCOC	-6	-9	-2	i	i	i	i	i	i	-0.4	-11
COc1cccc(N(C(=O)c2snc(C(N)=O)c2N)C(C(=O)NCc2ccccc2)c2ccc(O)cc2)c1 (stereo not drawn)	20	1	2	i	i	i	i	i	i	-0.4	3
Cc1ccc(CNC(=O)c2cc(=O)c3ccc(C)cc3o2)cc1	5	-38	2	i	i	i	i	i	i	-0.6	1
CCOC(=O)C1C(=O)C=C(c2cccs2)CC1c1ccccc1 (stereo not drawn)	19	3	-9	i	i	i	i	i	i	-0.2	0
O=C(O)c1cc(NS(=O)(=O)c2ccc(N3CCOCC3)c([N+](=O)[O-])c2)cc(C(=O)O)c1	-11	18	3	i	i	i	i	i	i	-0.3	8
CCC1CCCCN1CCCNC(=O)CCCOc1cc(=O)n(C)c2ccccc12 (stereo not drawn)	-16	-10	-12	i	i	i	i	i	i	0.1	0
COCCCN1C(=O)/C(=C\c2cccs2)C(C(=O)OC)=C1C	0	-4	-10	i	i	i	i	i	i	-0.5	7
Nc1c(-c2cccs2)cnn1-c1nc(-c2ccc(F)cc2)cs1	-124	-18	-2	i	i	i	i	i	i	0.3	1
Cc1cccc(NC(=O)c2cc3c(=O)n4ccccc4nc3n(CC(C)C)c2=N)c1	5	-2	-1	i	i	i	i	i	i	-0.3	-3
CN(Cc1ccccc1)C(=O)c1ccccc1C(=O)O	8	0	4	i	i	i	i	i	i	0.4	-5
COc1cccc(CC(NC(C)=O)C(=O)NC2CCN(c3nc(C)cc(C)c3C#N)CC2)c1 (stereo not drawn)	31	-26	-7	i	i	i	i	i	i	0.0	-3
FC(F)(F)c1cccc(-c2nc(COc3ccc(Cl)cc3Cl)no2)c1	-15	-37	16	i	i	i	i	i	i	-0.5	3
COc1ccc(N=Cc2c(O)cc(C)oc2=O)cc1	20	-4	-9	i	i	i	i	i	i	0.2	5
CC1(NC(=O)C2CCN(C(=O)Nc3ccccc3)CC2)CCS(=O)(=O)C1 (stereo not drawn)	-2	-32	24	i	i	i	i	i	i	1.0	-8
CN(CCCNC(=O)Cn1cccc1C(=O)c1ccccc1)C1CCCCC1	-18	-7	15	i	i	i	i	i	i	0.5	-2
Cc1nc2ccccc2c(=O)n1NC(=O)C1CC1	18	-3	8	i	i	i	i	i	i	-0.1	0
N#C/C(=C(/O)CSc1nnc(Cc2cccs2)n1C1CCCCC1)c1nc2ccccc2[nH]1	-20	-6	8	i	i	i	i	i	i	-0.6	13

Grouped by structure, the entries above with two or more sulfur atoms.
SMILES	aSyn UTR inh	KLF5 inhibitor	SKKanGAS inh	TRPC4 potent	TRPC4 block	TRPC4 act	TRPC6 activator	TRPC6 inh	MrgX1 antag	HIF activator	IEC-6 tox
Nc1c(-c2cccs2)cnn1-c1nc(-c2ccc(F)cc2)cs1	-124	-18	-2	i	i	i	i	i	i	0.3	1
N#C/C(=C(/O)CSc1nnc(Cc2cccs2)n1C1CCCCC1)c1nc2ccccc2[nH]1	-20	-6	8	i	i	i	i	i	i	-0.6	13

(next part)
SMILES	aSyn UTR inh	KLF5 inhibitor	SKKanGAS inh	TRPC4 potent	TRPC4 block	TRPC4 act	TRPC6 activator	TRPC6 inh	MrgX1 antag	HIF activator	IEC-6 tox
O=S(=O)(c1ccc2ccccc2c1)N1CCCCCC1	23	11	2	i	i	i	i	i	i	-0.7	5
Cc1c(C(=O)c2ccc(F)cc2)c2ccccn2c1CCc1ccccn1	13	-13	-6	i	i	i	i	i	i	0.1	-2
Cc1cccc(C(C(=O)NC2CCCCC2)N(Cc2cccnc2)C(=O)c2csnn2)c1 (stereo not drawn)	-6	3	0	i	i	i	i	i	i	0.2	-3
O=C(NC(=O)N1CCN(c2ccc([N+](=O)[O-])cn2)CC1)c1c(Cl)cccc1Cl	-16	-20	-18	i	i	i	i	i	i	-0.3	0
Cc1ccccc1NC(=O)Cc1cccs1	-11	-26	15	i	i	i	i	i	i	0.9	4
CCCCOC(=O)Nc1nnc(CC(=O)NCc2ccccc2)s1	2	14	-12	i	i	i	i	i	i	-0.3	4
CCC(C)C(NC(=O)C1CCC(C)CC1)C(=O)NCCc1ccc(S(N)(=O)=O)cc1 (stereo not drawn)	10	2	-2	i	i	i	i	i	i	-1.2	0
C=CCOc1ccc(/C=C(\C#N)C(=O)Nc2ccccn2)cc1OC	-22	-29	0	i	i	i	i	i	i	-0.3	2
Cc1c(C(=O)N2CCCc3ccccc32)oc2ccc(S(=O)(=O)N3CCOCC3)cc12	53	-31	-6	i	i	i	i	i	i	-2.5	1
CCOc1ccccc1-n1nnnc1SCc1nc2ccccc2s1	-233	-9	43	i	i	i	i	i	i	1.6	-2
Nc1c(S(=O)(=O)c2ccccc2)c2nc3ccccc3nc2n1Cc1ccco1	11	-11	25	i	i	i	i	i	i	-0.3	0
O=C(O)CCc1ccc(-c2ccc(F)cc2)n1Cc1ccco1	-33	21	15	i	i	i	i	i	i	0.0	-5
CCNC(=O)CSc1nc2cc([N+](=O)[O-])ccc2n1-c1cccc(C(F)(F)F)c1	1	-10	4	i	i	i	i	i	i	0.0	0
CCCCc1nnc(NC(=O)C2CC(=O)N(Cc3ccccc3)C2)s1 (stereo not drawn)	-17	-17	8	i	i	i	i	i	i	1.1	-3
CCN(CC(=O)Nc1c(F)cccc1F)C(=O)c1cc2ccccc2oc1=O	-4	x	21	i	i	i	i	i	i	0.3	x
O=c1c(-c2ccccc2)c(-c2ccccc2)oc2cc(O)cc(O)c12	8	-16	5	i	i	i	i	i	i	-7.8	-2
CCOC(=O)c1nn(-c2ccc(F)cc2)c(=O)cc1OCC(=O)N1CCN(c2ccccc2)CC1	-8	x	-15	i	i	i	i	i	i	-0.2	x
CN(C)CC(=O)N1CCc2ccccc2C1	-13	-22	1	i	i	i	i	i	i	0.0	0
COc1ccc(NC(=O)CN(C)C(=O)C(C)Sc2ccccc2)cc1 (stereo not drawn)	-9	-18	3	i	i	i	i	i	i	0.5	3
O=C(Nc1ccc(Cl)cc1)C1CCCN(c2ncnc3c2nc2n3CCCCC2)C1 (stereo not drawn)	28	-22	15	i	i	i	i	i	i	-0.2	-1
COc1ccc(CNC(=O)C/C(C)=N/NC(=O)c2cnccn2)cc1	-6	-4	-5	i	i	i	i	i	i	0.2	3
COc1ccc(Cl)cc1NC(=O)C/C(C)=N/NC(=O)C(=O)NCc1ccccc1	30	-1	4	i	i	i	i	i	i	0.4	3
CN(C)S(=O)(=O)c1cccc(NC(=O)c2cc(=O)[nH]c(=O)[nH]2)c1	-7	-20	8	i	i	i	i	i	i	-4.0	1
O=C(NCc1ccc(F)cc1F)c1cc(COc2c(F)cccc2F)on1	5	-15	-21	i	i	i	i	i	i	0.4	0
COc1ccc(C(=O)NC(=S)NNC(=O)c2c(-c3ccccc3)noc2C)cc1OC	25	-4	91*	i	i	85*	i	i	i	-12	3
CCCCN(C(=O)c1cc2ccccc2o1)c1c(N)n(CCC)c(=O)[nH]c1=O	3	-10	0	i	i	i	i	i	i	-0.2	2
CCOC(=O)C(NC(=O)c1ccccc1Cl)(Nc1ccc(C)c(C)c1)C(F)(F)F (stereo not drawn)	-81	-4	3	i	i	i	i	i	i	1.2	3
COc1cc(/C=C2/SC(=S)N(c3ccccc3)C2=O)ccc1Oc1nc(N2CCOCC2)nc(N2CCOCC2)n1	2	-1	3	i	i	i	i	i	i	0.1	-4
Cc1ccc(C(=O)NC(NCC2CCCO2)C(Cl)(Cl)Cl)cc1 (stereo not drawn)	8	-14	-1	i	i	i	i	i	i	-0.2	-5
CC(C)(C)NC(=O)CN1C(=O)NC(c2ccccc2)(c2ccccc2)C1=O	-11	-4	-9	i	i	i	i	i	i	0.8	-2
COc1cc(/C=C/c2[nH]c(=O)[nH]c(=O)c2[N+](=O)[O-])cc([N+](=O)[O-])c1O	-1	-26	3	i	i	i	i	i	i	-0.4	-9
COC(=O)c1ccc(N/C(=N/S(=O)(=O)c2ccccc2)c2ccccc2)cc1	-5	-9	1	i	i	i	i	i	i	0.0	-3
Cc1onc(-c2c(F)cccc2Cl)c1C(=O)OCC(=O)NC1CC1	12	-52	-7	i	i	i	i	i	i	0.0	3
Cc1ccc2cc(C)c(N3CCN(c4ccc(F)cc4)CC3)nc2c1	-14	-11	2	i	i	i	i	i	i	-0.7	-6
COc1ccc(CN2C(=O)CCC2(C)C(=O)NCc2cccnc2)c(OC)c1 (stereo not drawn)	17	16	3	i	i	i	i	i	i	-0.2	2

Quoted from the listing:
For SKKanGAS inh, COc1cc(/C=C/c2[nH]c(=O)[nH]c(=O)c2[N+](=O)[O-])cc([N+](=O)[O-])c1O is entered as 3
For IEC-6 tox, COC(=O)c1ccc(N/C(=N/S(=O)(=O)c2ccccc2)c2ccccc2)cc1 is entered as -3
For KLF5 inhibitor, Cc1ccc(C(=O)NC(NCC2CCCO2)C(Cl)(Cl)Cl)cc1 (stereo not drawn) is entered as -14

Screening data (PubChem BioAssay)
